High-throughput results deposited in PubChem BioAssay by Sanford-Burnham Center for Chemical Genomics.
ATG4B inhibitor = blocks human ATG4B protease cleavage of LC3 substrate | 340,000 tested, 0.51% active | inhibition, % at 8.33 µM | ATG4B cleavage of LC3-PLA2, NBD-HPC fluorescence, 1 h | AID 504462; in the data active = inhibition above about 40%
Target sequence (Q9Y4P1 whole entry, looked up): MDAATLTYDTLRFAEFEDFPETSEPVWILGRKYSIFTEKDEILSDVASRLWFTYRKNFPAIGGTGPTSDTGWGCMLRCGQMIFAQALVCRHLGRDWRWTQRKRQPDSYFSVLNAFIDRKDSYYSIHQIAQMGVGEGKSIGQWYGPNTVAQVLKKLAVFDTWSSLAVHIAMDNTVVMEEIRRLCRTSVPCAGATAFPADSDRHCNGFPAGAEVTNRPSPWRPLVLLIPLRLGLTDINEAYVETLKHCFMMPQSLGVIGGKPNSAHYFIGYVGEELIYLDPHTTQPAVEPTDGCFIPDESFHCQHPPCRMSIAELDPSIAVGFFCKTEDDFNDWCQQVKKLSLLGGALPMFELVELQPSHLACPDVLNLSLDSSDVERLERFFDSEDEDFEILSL
NR3A LBD binder = NR3A (human) ligand-binding domain modulation; NR3A LBD differential scanning fluorimetry, Tm shift; 0% = protein alone, 100% = glycine-bound protein; Tm shift relative to glycine control, % at 25 µM; 340,000 tested, 2.5% active; AID 1259313;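 active = melting temperature shift of at least 10% of the positive control shift, at one fixed dose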
SENP7 inh = inhibitors of human SENP7 protease | Q9BQF6 | recombinant SENP7, Z-RLRGG-aminoluciferin luminescence, 40 min | inhibition, % at 5 µM | 330,000 tested, 1.5% active | AID 434973;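 active = inhibition above about 50% at the single test dose, limit read from the data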;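 also: plate controls were DMSO with enzyme for no effect and no enzyme buffer wells for full effect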
MPTP inh = blocks calcium-induced mitochondrial swelling; isolated mouse mitochondria, Ca2+ swelling absorbance, 30 min; inhibition, % at 10 µM; 360,000 tested, 1.4% active;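 active = inhibition of 50% or more, scaled per plate between neutral and stimulator controls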;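 also: 0% = DMSO wells given calcium and 100% = 1 mM EGTA wells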
SENP8 inh = blocks human SENP8 cleavage of Nedd8 substrate; AID 602440; Q96LD8; 360,000 tested, 0.64% active; recombinant SENP8, Nedd8 substrate fluorescence; inhibition, % at 20 µM; in the data active = inhibition mostly above about 40%, no sharp cut-off; inactive = mostly below about 27%
Target sequence (Q96LD8 whole entry, looked up): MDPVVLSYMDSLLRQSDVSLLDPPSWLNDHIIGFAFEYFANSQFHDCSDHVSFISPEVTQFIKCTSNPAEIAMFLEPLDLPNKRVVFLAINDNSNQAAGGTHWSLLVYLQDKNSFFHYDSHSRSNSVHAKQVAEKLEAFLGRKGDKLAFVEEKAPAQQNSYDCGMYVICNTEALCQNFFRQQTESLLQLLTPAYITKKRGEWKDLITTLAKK
PfGluPho inh = PfG6PD (Plasmodium falciparum) enzyme inhibition. PfGluPho enzyme, NADPH resazurin-diaphorase fluorescence. inhibition, % at 20 µM. 350,000 tested, 0.78% active. AID 504690;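 active = inhibition reaching at least a set limit at 20 µM in the primary screen, cut at about 59% in these data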;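 also: 0% = DMSO wells with substrate and 100% = DMSO wells lacking glucose-6-phosphate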
HKDC1 inh = HKDC1 (human) hexokinase inhibition | Q2TB90 | recombinant HKDC1, G6PDH/diaphorase resazurin coupled fluorescence | inhibition, % at 20 µM | 340,000 tested, 0.16% active;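 active = inhibition above about 35% when tested at 20 µM, limit read from the data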;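 also: plate controls were DMSO wells with enzyme for no effect and DMSO wells lacking enzyme for full effect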
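Assay system: in-house recombinant HK5 (HKDC1) enzyme. Input: HKDC1 at 5 µg/mL. Medium: Tris pH 8.0 buffer with MgCl2, Tween-20, BSA, BME. Dosing: single 20 µM dose. Schedule: 90 min reaction incubation at room temperature, dark. Signal: resazurin-to-resorufin fluorescence via G6PDH and diaphorase coupling, 525/613 nm. Controls: DMSO-enzyme wells negative, buffer-substituted wells positive.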
SENP6 inh = SENP6 protease inhibition. AID 2599. inhibition, % at 10 µM. 330,000 tested, 1.8% active. Recombinant SENP6 catalytic domain, aminoluciferin luminescence. Q9GZR1;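 active = inhibition above about 50% at the single tested dose, limit read from the data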;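 also: plate controls were DMSO wells with enzyme for no effect and DMSO wells lacking enzyme for full effect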
Target sequence (Q9GZR1 628-1112 limits assumed): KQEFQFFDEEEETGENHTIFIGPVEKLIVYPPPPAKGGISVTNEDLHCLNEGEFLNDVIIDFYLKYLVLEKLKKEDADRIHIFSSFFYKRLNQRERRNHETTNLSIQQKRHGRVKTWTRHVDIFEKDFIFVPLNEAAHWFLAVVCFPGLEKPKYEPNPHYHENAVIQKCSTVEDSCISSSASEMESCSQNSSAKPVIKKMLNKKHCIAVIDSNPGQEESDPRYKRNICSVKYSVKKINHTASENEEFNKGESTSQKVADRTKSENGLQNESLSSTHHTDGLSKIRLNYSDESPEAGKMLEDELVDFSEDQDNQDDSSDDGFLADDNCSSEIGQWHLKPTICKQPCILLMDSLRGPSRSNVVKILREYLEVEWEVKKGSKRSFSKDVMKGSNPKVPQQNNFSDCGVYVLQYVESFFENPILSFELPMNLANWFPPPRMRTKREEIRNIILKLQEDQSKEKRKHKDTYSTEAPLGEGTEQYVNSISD
* = called active by the depositor; . = no result given.

compound | MPTP inh | SENP7 inh | SENP6 inh | NR3A LBD binder | HKDC1 inh | ATG4B inhibitor | SENP8 inh | PfGluPho inh
O=C(C1CCCCC1)N1CCC(CO)(Cc2ccccc2Cl)CC1 | 2.0 | 3 | 13 | 0 | 10 | -6 | -2 | -17
NC(=O)CSc1nnc(-c2ccc([N+](=O)[O-])cc2)o1 | -2.2 | 2 | -14 | 0 | 3 | -3 | -11 | -2
CSc1ccccc1NC(=O)CN(C)Cc1cc(=O)n2ccsc2n1 | 1.4 | 3 | -6 | -2 | -4 | -1 | -14 | 1
Cc1ccccc1C(=O)Nc1sc2c(c1C(=O)O)CCC2 | -0.6 | -8 | 70* | 1 | -8 | 52* | -56 | 8
Cc1nnsc1NC(=O)OCC(C)(C)C | 0.0 | -2 | 4 | 0 | 5 | -1 | 15 | 3
CC(C)CNC(=S)Nc1ccc(F)cc1 | 2.1 | -1 | -27 | 2 | -10 | -5 | 32 | -3
O=C(NCCC(=O)N(CCc1ccccc1)Cc1ccccc1)c1ccc([N+](=O)[O-])cc1 | -0.3 | 0 | -4 | -1 | -4 | 1 | 11 | 7
CCOC(=O)N1CCN(C(=O)c2ccc(Cl)nc2)CC1 | 0.1 | 5 | -8 | 2 | 2 | -7 | 22 | 7
CCN(C(=O)c1cc2ccccc2oc1=O)c1ccccc1 | -9.4 | -5 | 13 | 0 | -1 | -9 | 6 | -15
CCn1nc(NS(=O)(=O)c2ccccc2)c2cc3ccccc3nc21 | 0.1 | 3 | 2 | 1 | -6 | 0 | -37 | -9
COc1ccc(CN2CCNC(=O)C2CC(=O)NCCC2=CCCCC2)c(F)c1 (stereo unspecified) | -0.2 | 0 | 17 | 1 | 3 | 12 | -39 | -9
CCn1c(/N=C/c2c[nH]c3ccccc23)nc2ccccc21 | 3.0 | 44 | 72* | 1 | 7 | 6 | 13 | 20
Cn1c(=O)cc(OCC(=O)NCCc2ccc(Cl)cc2)c2ccccc21 | 1.0 | 5 | -3 | 0 | -15 | -12 | 12 | 7
N#Cc1cc([N+](=O)[O-])ccc1NC(=O)COC(=O)C1CC2CCCC(C1)C2=O (stereo unspecified) | 0.2 | -7 | -12 | 0 | 0 | -3 | 4 | -9
CCOC(=O)C1CCN(c2nc(N)c3c(N)nc(SCC(=O)O)cc3c2C#N)CC1 | 2.8 | . | . | 0 | 26 | -6 | -415 | 20
CC1(C)CC(=O)C2=C(C1)N=C1c3ccccc3C(=O)C1C2c1ccc(Cl)cc1 (stereo unspecified) | 98* | 2 | -16 | -6 | 5 | 9 | -3 | 84*
Cc1ccccc1NC(=O)CSc1ccc2nnc(-c3ccccn3)n2n1 | 0.9 | -4 | -3 | -1 | -5 | -2 | -16 | 4
CNC(=O)/C(C#N)=C1/SC(Cc2ccc(F)cc2)C(=O)N1c1ccccc1 (stereo unspecified) | 0.2 | 0 | -2 | -1 | -1 | -5 | 22 | 4
CCOc1ccccc1NC(=O)NC1(C(=O)NCC2CCCO2)CCCCC1 (stereo unspecified) | -4.2 | 3 | -17 | 0 | -1 | 2 | 3 | -2
COc1ccc(N2CCN(Cc3nc4c(c(=O)n(C)c(=O)n4C)n3C(C)C(C)=O)CC2)cc1 (stereo unspecified) | -1.7 | -8 | 3 | 1 | -3 | 4 | 7 | -10
Cc1ccc2nc3nc(NCC4CCCO4)c(C(=O)NC4CCCC4)cc3c(=O)n2c1 (stereo unspecified) | 1.5 | -6 | -2 | 0 | 5 | 3 | -273 | -6
CC(C)CCNC(=O)COc1ccc2c3c(c(=O)oc2c1)CCC3 | 0.1 | 8 | -12 | -1 | 15 | 5 | -116 | -13
CCCC(=O)NC(=S)Nc1cc(-c2nc3ncccc3o2)ccc1C | 2.6 | -4 | -8 | -4 | -4 | 2 | -1 | -6
CCCCc1ccc(NC(=O)c2c(C)noc2C)cc1 | 2.9 | 10 | 22 | 4 | -2 | 1 | 5 | -4
COC(=O)c1ccccc1NS(C)(=O)=O | -0.8 | 1 | -10 | -1 | -8 | -5 | 13 | -10
CCOc1ccc(NC(=O)C(C)Sc2nnc(C)n2C)cc1 (stereo unspecified) | -1.9 | -2 | -3 | 2 | -2 | 1 | 2 | -11
O=c1c(Br)c(N2CCOCC2)cnn1-c1ccccc1 | 0.3 | -3 | 4 | 0 | 9 | 3 | 5 | -4
COCc1nnc(NC(=O)c2cccs2)s1 | -0.4 | -4 | -14 | -4 | -7 | -9 | 13 | -5
CCOC(=O)c1c(NC(C)=O)sc2c1CCN(Cc1ccccc1)C2 | 2.1 | -18 | -16 | 0 | 9 | -10 | -32 | -14
O=C(COC(=O)c1cccc(Br)c1)NCc1ccco1 | -1.5 | 8 | -9 | 3 | -2 | -9 | 1 | 8

Reformatted: results already given
> Cc1ccc2nc3nc(NCC4CCCO4)c(C(=O)NC4CCCC4)cc3c(=O)n2c1 (stereo unspecified)
  MPTP inh: 1.5
  SENP7 inh: -6
  SENP6 inh: -2
  NR3A LBD binder: 0
  HKDC1 inh: 5
  ATG4B inhibitor: 3
  SENP8 inh: -273
  PfGluPho inh: -6

> CC(C)CCNC(=O)COc1ccc2c3c(c(=O)oc2c1)CCC3
  MPTP inh: 0.1
  SENP7 inh: 8
  SENP6 inh: -12
  NR3A LBD binder: -1
  HKDC1 inh: 15
  ATG4B inhibitor: 5
  SENP8 inh: -116
  PfGluPho inh: -13

> CCCC(=O)NC(=S)Nc1cc(-c2nc3ncccc3o2)ccc1C
  MPTP inh: 2.6
  SENP7 inh: -4
  SENP6 inh: -8
  NR3A LBD binder: -4
  HKDC1 inh: -4
  ATG4B inhibitor: 2
  SENP8 inh: -1
  PfGluPho inh: -6

> CCCCc1ccc(NC(=O)c2c(C)noc2C)cc1
  MPTP inh: 2.9
  SENP7 inh: 10
  SENP6 inh: 22
  NR3A LBD binder: 4
  HKDC1 inh: -2
  ATG4B inhibitor: 1
  SENP8 inh: 5
  PfGluPho inh: -4

Later entries.
compound | MPTP inh | SENP7 inh | SENP6 inh | NR3A LBD binder | HKDC1 inh | ATG4B inhibitor | SENP8 inh | PfGluPho inh
Cc1ccccc1CS(=O)(=O)CCC(=O)NCCCN1CCN(c2ccccc2F)CC1 | 0.4 | -5 | -2 | 0 | -2 | 6 | 20 | -14
O=C(O)c1cc(NC(=O)c2ccccc2F)cc(NC(=O)c2ccccc2F)c1 | 4.8 | 4 | 5 | -1 | -1 | -2 | 8 | 6
Cc1scc(C(=O)NCc2ccco2)c1-c1ccccc1 | -1.3 | -13 | -6 | -1 | 17 | 30 | 18 | -6
CC(C)N(Cc1ccccc1)C(=O)c1cnc2n(c1=O)CCS2 | -0.5 | 5 | 2 | -5 | 0 | -6 | 10 | 6
Cc1nn(-c2ccccc2)c(C)c1/C=N/Nc1nc2ccccc2[nH]1 | 1.4 | 75* | 39 | -8 | -12 | -17 | -294 | 40
Cc1cccc(OCCn2c(CCCO)nc3ccccc32)c1 | 0.2 | -12 | -14 | 0 | -3 | -20 | 9 | 9
Cc1ccc(N2C(=O)Nc3ccccc3C2(O)C(=O)NCCCOC(C)C)cc1C (stereo unspecified) | 0.0 | 0 | -2 | 1 | -2 | -2 | 10 | -5
Cc1cc(C(=O)Nc2ccc(Cl)c(S(=O)(=O)N3CCOCC3)c2)c2ccccc2n1 | -2.0 | 1 | 2 | -1 | 0 | -16 | 1 | 5
COc1ccc(CNC(=O)c2onc(C)c2Cl)cc1 | -1.9 | -4 | 1 | 2 | 4 | 0 | 8 | -22
O=c1cc(-c2ccccc2)nc2nc(COc3ccccc3)[nH]n12 | 2.2 | -4 | -6 | 0 | 9 | 2 | 9 | -17
CC1CN(c2nc3ccccc3cc2-c2ccccc2)CC(C)O1 (stereo unspecified) | 4.3 | -2 | 4 | -3 | -5 | 14 | -364 | 10
Cc1ccc(CNC(=O)CN2CCN(c3ccc(F)cc3)CC2)cc1 | -0.2 | 8 | -8 | 0 | -4 | -5 | 11 | 0
COc1ccc2c(c1)C(C1=C(O)CC(C)(C)CC1=O)C1=C(CC(C)(C)CC1=O)O2 (stereo unspecified) | -0.7 | -12 | -1 | 1 | -5 | 2 | 19 | -11
Cc1ccc(S(=O)(=O)Cc2nc3ccccc3c(=O)[nH]2)cc1 | 7.5 | 8 | 2 | 1 | -5 | -13 | -62 | 13
CCOC(=O)c1sc(=S)n(CC)c1NC(=O)C1CC1 | 0.5 | 7 | -8 | 0 | -4 | 7 | 18 | -11

Another view of part of the listing above.
Compound: Cc1ccc(S(=O)(=O)Cc2nc3ccccc3c(=O)[nH]2)cc1
  MPTP inh = 7.5; SENP7 inh = 8; SENP6 inh = 2; NR3A LBD binder = 1; HKDC1 inh = -5; ATG4B inhibitor = -13; SENP8 inh = -62; PfGluPho inh = 13

Compound: CCOC(=O)c1sc(=S)n(CC)c1NC(=O)C1CC1
  MPTP inh = 0.5; SENP7 inh = 7; SENP6 inh = -8; NR3A LBD binder = 0; HKDC1 inh = -4; ATG4B inhibitor = 7; SENP8 inh = 18; PfGluPho inh = -11

Carrying on.
compound | MPTP inh | SENP7 inh | SENP6 inh | NR3A LBD binder | HKDC1 inh | ATG4B inhibitor | SENP8 inh | PfGluPho inh
CCOc1cnc(C(=O)NNC(=O)C(Br)C(C)C)o1 (stereo unspecified) | -0.5 | 3 | -3 | -4 | -7 | -1 | 13 | 8
NC(=O)Cc1ccc2c(c1)[nH]c1ccccc12 | -0.7 | -10 | 7 | -4 | -1 | 47* | -86 | 0
CN(Cc1cccs1)C(=O)CCNS(=O)(=O)c1ccc(Br)cc1 | -1.2 | -7 | -5 | 2 | 0 | -31 | 5 | -1
Cc1cc([N+](=O)[O-])cc2ncccc12 | -3.0 | 1 | 8 | 1 | -2 | -4 | 15 | 6
Cc1cc(SCC(=O)Nc2ccccc2C)nc(C)n1 | 0.8 | -3 | 3 | -1 | -8 | 0 | 11 | -9
COc1cccc(C2c3c(oc4ccccc4c3=O)C(=O)N2CCCN2CCOCC2)c1OC (stereo unspecified) | 0.0 | . | . | 1 | -7 | 7 | 1 | 0
CCOC(=O)Nc1c(Cl)n(C)c(=O)n(C)c1=O | -0.9 | -6 | 10 | 11* | -2 | 4 | 13 | -17
CC(C=Cc1ccccc1)=NNS(=O)(=O)c1ccc([N+](=O)[O-])cc1 | 1.1 | . | . | -2 | -5 | -3 | 20 | -4
COc1ccccc1C(=O)Nc1ccnn1C1CCN(C2CCSCC2)CC1 | -0.4 | 5 | -6 | -1 | -5 | 21 | 7 | -6
CCOCc1nnc(NC(=O)C2CC(=O)N(C3CCCC3)C2)s1 (stereo unspecified) | -1.6 | 6 | -8 | 0 | -4 | -4 | 0 | -15
O=C(N/N=C1/CC2C=CCC12)c1cccs1 (stereo unspecified) | -0.5 | 2 | -3 | 1 | -3 | -11 | 6 | 3
Cc1oc2ccc(OCc3ccccc3Cl)cc2c1C(=O)O | 2.8 | 0 | 62* | 1 | 7 | 14 | 20 | 19
O=P(c1ccccc1)(c1ccccc1)c1nc(-c2ccccc2)oc1NCc1ccccc1 | -1.8 | 3 | -5 | 0 | 13 | 3 | -113 | 6
CC1CN(C(=O)CNC(=O)Cc2cccc3ccccc23)CC(C)O1 (stereo unspecified) | -0.5 | 9 | -4 | -2 | -2 | -5 | 7 | 15
O=c1nc(/C=C/c2ccccc2C(F)(F)F)cc(C(F)(F)F)[nH]1 | -0.4 | 5 | 8 | 0 | 13 | 45* | -63 | 19
CCCC(=O)Nc1ccc2c(c1)nc(CN1CCN(C(C)=O)CC1)n2C | -2.8 | 13 | 8 | 0 | -5 | 6 | 12 | -16
O=C1OC(Nc2ccc(Br)cc2F)c2ccccc21 (stereo unspecified) | 0.1 | 3 | -13 | -1 | -6 | 3 | 4 | -2
Cc1cnn(C(=S)NCC2CCCO2)c1 (stereo unspecified) | -0.3 | 10 | -10 | -1 | -3 | -2 | 20 | -19

Rows are unselected; 6.9% or so of the library scored in one or more.
